DRD3 agonist = D3 dopamine receptor (human) agonism. P35462. D3R DiscoveRx beta-arrestin cells, luminescence, 90 min. max activation, %. hit rate 0.58% among 410,000. AID 652048; in the data active = max activation above about 30%; note: 0% is about no effect; mostly tested at two doses, the higher about 12 µM
Target sequence (P35462 whole entry, looked up): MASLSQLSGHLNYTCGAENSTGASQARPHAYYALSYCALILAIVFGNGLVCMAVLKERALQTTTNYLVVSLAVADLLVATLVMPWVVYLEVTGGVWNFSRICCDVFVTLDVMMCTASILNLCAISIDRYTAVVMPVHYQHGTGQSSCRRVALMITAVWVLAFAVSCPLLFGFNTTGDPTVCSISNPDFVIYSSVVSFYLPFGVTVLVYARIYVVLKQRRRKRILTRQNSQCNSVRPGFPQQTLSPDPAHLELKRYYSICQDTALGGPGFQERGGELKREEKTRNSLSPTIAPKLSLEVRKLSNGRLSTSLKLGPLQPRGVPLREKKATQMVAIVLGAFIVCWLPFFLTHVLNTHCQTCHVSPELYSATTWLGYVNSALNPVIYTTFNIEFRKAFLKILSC
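Agonist-mode cell screen: cells plated at 1500/well and incubated overnight at 37 °C, then exposed to library compounds for 90 min at 37 °C. Detection reagent was added for 30–60 min at room temperature, and luminescence was read.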
PLK1 PBD inh = PLK1 (human) polo-box domain binding inhibition | P53350 | Plk1 PBD binding of FITC phosphopeptide, fluorescence polarization | Potency, µM, without a hit: max response, negative = inhibition, most hits filed as inhibitors | hit rate 2.8% among 360,000 | AID 720504; note: potency is the fitted concentration of half-maximal effect; series mostly up to about 57 µM; % is set by controls: 0 for no effect and ±100 for the full control effect; nearly all actives have a fitted effect of over 65% in size
WRN helicase inh = WRN helicase (human) inhibition. AID 651768. hit rate 0.46% among 360,000. WRN helicase unwinding, fluorescent forked duplex, kinetic. Q14191. Potency, µM (titrated, usually from 114 µM), without a hit: top-dose activity change, negative = inhibition, usual class: inhibitors; note: potency is the fitted concentration of half-maximal effect; % is set by controls: 0 for no effect and ±100 for the full control effect; nearly all actives have a fitted effect of over 55% in size
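Screening of the MLSMR collection measured strand separation of a quenched forked DNA duplex (100 nM) by 20 nM WRN with 2 mM ATP, all final. Compounds were preincubated with enzyme 15 min at room temperature.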
IL-2 act = IL-2 activation; IL-2 activation reporter assay, cell-based qHTS; stimulated with anti-CD3/CD4/CD28 beads; in transgenic mouse T cells; activation, % (series mostly up to about 46 µM); hit rate 0.065% among 360,000; AID 652025; in the data active = activation above about 50%; inconclusive = mostly about 30% to 49%; note: 0% is about no effect
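Readout: EGFP and DsRed signals by fluorescent plate cytometry. Unstimulated transgenic mouse T cells received compound 60 min before antibody-bead stimulation, then incubated 18 h at 37 degrees C.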
HEK293 tox = cytotoxicity in counter-screen for GLP-1R inverse agonists; hit rate 0.13% among 410,000; Potency, µM (top dose mostly 38.3 µM), without a hit: at the top dose activity change, negative = inhibition, usual class: inhibitors; AID 624418; HEK293 cAMP-luciferase reporter cells, luminescence, 24 h;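 note: loss of luciferase light is scored as toxicity; potency is the fitted concentration of half-maximal effect; % is set by controls: 0 for no effect and ±100 for the full control effect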
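Step one: seed cells (200 cells/uL, DMEM with 10% Nu serum, 1% pen-strep). Step two: 12-hour incubation at 37 deg C. Step three: pin 23 nL compound, incubate 24 hr. Step four: add luciferase reagent, read luminescence 12 min later.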
GLP1R ag = activates the human GLP-1 receptor. Potency, µM (top dose mostly 45.6 µM), inactives show at the highest dose activation, actives largely listed as activators. HEK293 GLP-1R CRE-luciferase, luminescence, 4-6 h; cells express a hypersensitive GLP-1R form. hit rate 0.007% among 380,000. AID 624172; note: potency is the fitted concentration of half-maximal effect; % of control where 0% means no effect
Target sequence (P43220 whole entry, looked up): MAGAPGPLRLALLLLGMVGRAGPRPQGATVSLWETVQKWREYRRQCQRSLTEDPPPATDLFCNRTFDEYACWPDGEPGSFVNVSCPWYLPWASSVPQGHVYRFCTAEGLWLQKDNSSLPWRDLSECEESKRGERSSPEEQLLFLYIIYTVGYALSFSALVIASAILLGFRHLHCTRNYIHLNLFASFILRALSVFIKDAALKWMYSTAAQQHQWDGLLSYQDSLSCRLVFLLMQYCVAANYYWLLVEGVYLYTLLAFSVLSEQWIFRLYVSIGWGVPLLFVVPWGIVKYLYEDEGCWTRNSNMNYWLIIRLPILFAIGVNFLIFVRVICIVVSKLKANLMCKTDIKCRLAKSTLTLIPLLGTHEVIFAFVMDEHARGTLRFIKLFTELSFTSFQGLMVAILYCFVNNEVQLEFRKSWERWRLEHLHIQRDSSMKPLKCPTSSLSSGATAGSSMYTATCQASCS
DRD3 antagonist = antagonists of human D3 dopamine receptor | P35462 | D3R cells, DiscoveRx beta-arrestin luminescence, antagonist mode; hits give low values | max response, negative = inhibition, % | hit rate 2.5% among 360,000 | AID 652054; in the data active = max response below about -50%; inconclusive = no clear call, values can overlap the other calls; note: % is set by controls: 0 for no effect and ±100 for the full control effect; mostly tested at two doses, the higher about 12 µM
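Cells plated overnight at 1500 cells/well, then exposed to library compounds with dopamine controls for 90 minutes at 37 degrees C. DiscoveRx reagent added for 30–60 minutes at room temperature; luminescence read, quantitative HTS format.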
PI5P4Ka inh = inhibitors of human PI5P4K alpha; P48426; PI5P4Kalpha enzyme, ADP-Glo luminescence, 60 min; hits give low values; max response, %; hit rate 1.2% among 330,000; AID 652105; active = max response of -50% or lower; inconclusive = between -30% and -50%; inactive = -30% or higher; note: value at the top dose of about 77 µM; % is set by controls: 0 for no effect and ±100 for the full control effect
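Quantitative HTS of the MLSMR library against PI5P4Kalpha with substrate. ATP added last at 5 microM final; room temperature, 60 minutes. Remaining ATP depleted, ADP converted and read as luminescence.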
GLP1R inv ag = inverse agonists of human GLP-1 receptor; hit rate 1.6% among 410,000; HEK293 GLP-1R CRE-luciferase, luminescence, 24 h; GLP-1R form is constitutively active; Potency, µM (titrated, usually from 38.3 µM), inactives show at the top dose activity change, negative = inhibition, usual class: inhibitors; AID 624417; note: potency is the fitted concentration of half-maximal effect; % is set by controls: 0 for no effect and ±100 for the full control effect; nearly all actives have a fitted effect of over 55% in size
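Assay principle: reduced luminescence from a cAMP-responsive reporter in HEK293 cells co-expressing a constitutively active GLP-1R. Conditions: 24 hr compound incubation, 37 deg C, 5% CO2.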
An asterisk follows results filed as active; u = inconclusive; x = no result given; & = joins results of further samples; [ ] = another dose, or the depositor's remark. Unless noted, calls come from the whole dose curve; as a rule, active = well fitted curve in the direction sought with a large enough effect; inconclusive = small, poorly fitted or top-dose-only effect, or another doubt; inactive = no such curve, though single readings can be large; an effect the other way counts as inactive or inconclusive. Compounds were not picked by outcome; any-hit rate near 7.8%.

| Compound | DRD3 agonist | PLK1 PBD inh | WRN helicase inh | IL-2 act | HEK293 tox | GLP1R ag | DRD3 antagonist | PI5P4Ka inh | GLP1R inv ag |
| --- | --- | --- | --- | --- | --- | --- | --- | --- | --- |
| Cc1ccccc1NC(=S)N1CCN(C(=O)c2ccco2)CC1 | 1 | 7% | -1% | -1.8 | 21% | 0% | 7 | -1 | 5% |
| CCc1cc(C(=O)NNC(=S)Nc2cccc(C)c2)cs1 | -8 | -24% | 9% | -5.1 | -12% | -8% | -101* | -20 | 7% |
| CCS(=O)(=O)N1CCCC(C(=O)NCCCOC)C1 (stereo unspecified) | 6 | -1% | 7% | 1.0 | 2% | -17% | 36 | -1 | 11% |
| CCc1nc2ccc(C(=O)N3CCN(c4cccc(C)c4C)CC3)cc2nc1CC | -6&0 | 27µM* | -6% | -0.9 | -7%&-6% | 18% | 16 | 12 | u |
| Cc1cc(C(=O)N/N=C/c2ccc(-c3ccc([N+](=O)[O-])cc3Cl)o2)n[nH]1 | 7 | u | -10%[11.6 µM] | -1.2 | -14% | 2% | 21 | -21 | 15% |
| Cc1cc(N/N=C/c2ccc(N(C)C)cc2)c2ccccc2n1 | -4 | 4% | -2% | 0.6 | 6% | -2% | 12 | 10 | -3% |
| Cc1ccc(S(=O)(=O)N2CCN(C(=O)C3CCCO3)CC2)cc1 (stereo unspecified) | 5 | -16% | 4% | -4.3 | -5% | 5% | 0 | 1 | 26% |
| CCN(C(=O)CSc1cc(-c2ccccc2)c2ccc(OC)cc2n1)C1CCS(=O)(=O)C1 (stereo unspecified) | 1 | -9% | -7% | -0.8 | -23% | 1% | 36 | 6 | u |
| CC(Sc1nnc(Nc2ccccc2F)s1)C(=O)NC1CC1 (stereo unspecified) | -3 | 1% | 5% | 0.0 | -8% | 8% | -9 | -13 | 7% |
| O=S(=O)(c1ccc(Br)s1)N1CCNCC1 | 2 | -19% | 0% | -0.8 | 15% | -1% | -5 | 3 | -2% |
| Cc1ccc(OCC(=O)NC(=S)Nc2cccc(C)n2)cc1 | 11 | -4% | -4% | 2.4 | 3% | 1% | -9 | -8 | 9% |
| Nc1c(C(=O)NC2CC2)sc2nc3c(c(-c4ccco4)c12)CC/C3=C/c1ccco1 | -3 | u | 50µM* | -1.5 | 20% | -5% | -10 | -96* | -17% |
| COC(=O)c1cccc(Cn2nnc3ccccc3c2=O)c1 | -7 | -10% | -30% | 0.8 | 3% | 11% | 19 | -2 | 12% |
| OCCNc1nc(SCc2ccccc2)nc2sc3c(c12)CCC3 | -2 | u | -22% | 0.2 | -3% | 8% | 15 | 20 | u |
| CC(=O)Nc1cc(C(=O)O)ccc1S(=O)(=O)c1ccc(Cl)cc1 | -2 | -7% | 7% | -4.1 | 2% | -9% | 12 | x | 0% |
| CCOc1ccc(CCNC(=O)c2cc([N+](=O)[O-])ccc2N2CCOCC2)cc1OCC | -1 | -5% | -11% | -1.5 | -28% | 7% | -10 | 9 | 16% |
| CC(C)OC(=O)CSc1nc2c(cc1C#N)CCCCC2 | 7 | -25% | 1% | 0.0 | 11% | 0% | -11 | 1 | 20% |
| Cc1cccc(NC(=O)CC(C)S(=O)(=O)c2ccc3c(c2)NC(=O)CO3)c1C (stereo unspecified) | 9 | -2% | -5% | -0.5 | -1% | -9% | 20 | -1 | 7% |
| CN1C(=O)C(C)(C)c2cc(S(=O)(=O)N3CCN(c4ccc(F)cc4)CC3)ccc21 | -4 | -11% | -2% | -2.6 | -3% | 7% | -17 | 7 | -2% |
| Cc1cc(OCC(=O)OCC(=O)Nc2cc(C(F)(F)F)ccc2N2CCOCC2)ccc1Cl | 3 | 3% | 1% | -5.5 | 1% | 1% | 3 | 14 | 23% |
| COc1ccc(N2CCN(C(=O)NC(=O)c3ccc(Cl)cc3)CC2)cc1 | -1 | -5% | 4% | -2.3 | -1% | -1% | 1 | 4 | u |
| O=C(N/N=C1\CCCc2ccccc21)C(O)c1ccccc1 (stereo unspecified) | 2 | -2% | -6% | 1.4 | -16% | -4% | 7 | x | 0% |
| CC(C)c1ccc(NC(=O)COC(=O)COc2ccccc2)cc1 | 4 | -4% | -16%[57.1 µM] | -4.1 | 2% | 4% | 7 | -1 | 3% |
| CS(=O)(=O)N1CCCC(C(=O)Nc2ccccc2C(F)(F)F)C1 (stereo unspecified) | -7 | -7% | -33% | -0.5 | 2% | -14% | -14 | 1 | 2% |
| Cc1occc1C(=O)N/N=C/C=C/c1ccccc1 | -1 | -24% | 3% | -1.0 | -3% | 7% | -22 | -11 | 0% |

2 compounds from above, showing only DRD3 agonist and IL-2 act:
SMILES | DRD3 agonist | IL-2 act
Cc1cccc(NC(=O)CC(C)S(=O)(=O)c2ccc3c(c2)NC(=O)CO3)c1C (stereo unspecified) | 9 | -0.5
CCOc1ccc(CCNC(=O)c2cc([N+](=O)[O-])ccc2N2CCOCC2)cc1OCC | -1 | -1.5

Next part.
| Compound | DRD3 agonist | PLK1 PBD inh | WRN helicase inh | IL-2 act | HEK293 tox | GLP1R ag | DRD3 antagonist | PI5P4Ka inh | GLP1R inv ag |
| --- | --- | --- | --- | --- | --- | --- | --- | --- | --- |
| COc1ccc(CNc2ccc(-c3ccc(OC)cc3)nn2)cc1 | 0 | 3% | -7% | -2.1 | -8% | -8% | 19 | x | 1% |
| O=C(OCC(=O)N1CCCCC1)c1cc(S(=O)(=O)N2CCOCC2)c(Cl)cc1Cl | 3 | 1% | -14% | -0.4 | 17% | -1% | 12 | 4 | -1% |
| COCc1c(N)c(C)nc(Cl)c1C#N | 4 | 19µM* | u | 0.2 | 1% | 8% | 0 | -79* | 52%[activator] |
| C[C@@H]1CN([C@H](C)CO)C(=O)c2cccc(NS(=O)(=O)c3ccccc3)c2O[C@H]1CN(C)C | 10 | 0% | -3% | -0.9 | 1% | 9% | 22 | -3 | 8% |
| CCCn1c(=O)c(C(=O)NCc2ccccn2)c(O)c2ccccc21 | 0 | -4% | -5% | -0.2 | 3% | 3% | -10 | 11 | u |
| CC(CCc1ccccc1)NC(=O)C1CC1 (stereo unspecified) | -15 | -4% | -4% | -0.5 | -6% | -6% | 17 | -6 | 6% |
| CC(C)=CCN1CCN(Cc2ccc(C#CC(C)(C)O)cc2)CC1CCO (stereo unspecified) | -13 | 4% | 3% | 4.6 | 5% | 9% | -9 | 4 | u |
| CN(C(=O)c1cc(S(=O)(=O)N2CCCCC2)c[nH]1)C1CCCCC1 | -3 | -4% | -4% | -1.1 | -1% | 7% | -9 | 3 | -16% |
| Cn1c(=O)c2[nH]c(Cc3cccc4ccccc34)nc2n(C)c1=O | 36* | -5% | 9% | 0.7 | 3% | 13% | 30 | -4 | 49% |
| O=C(/C=C/c1ccccc1)Nc1cccc(C(=O)NCCCCc2ccccc2)c1 | 18 | -7% | -3% | -0.6 | -20% | -5% | 42 | -1 | u |
| Cc1ccc(CN2CC(N3CCCCC3)CS2(=O)=O)cc1 (stereo unspecified) | -3 | -3% | 6% | 0.0 | 2% | -2% | u | -8 | 27% |
| CC(C)(C)c1ccc(CC(=O)N2CCC2(C)C(=O)NS(=O)(=O)c2ccc3c(c2)CCO3)cc1 (stereo unspecified) | 7 | -1% | 1% | 0.0 | 0% | -3% | 27 | -2 | 12% |
| CCCC(=O)Nc1ccc(C(=O)Nc2ccc([N+](=O)[O-])cc2OC)cc1 | -6 | -10% | -3%[11.6 µM] | 0.2 | 8% | 15% | 1 | 7 | 10% |
| C=Cn1ccnc1P(=S)(c1ccc2c(c1)c1ccccc1n2CC)c1nccn1C=C | -7 | -6% | -10%[57.1 µM] | -2.3 | -9% | 0% | -13 | x | -25% |
| C/C(=N\NC(=O)CCn1nnc2ccccc21)c1ccco1 | 5 | -29% | -10% | -1.4 | 2% | -5% | 7 | 5 | 6% |
| COc1cc(/C=C2/OC(=O)c3cc([N+](=O)[O-])ccc32)cc(OC)c1OC | -2 | -3% | 9% | -0.3 | -2% | -7% | 7 | -2 | 6% |
| CCCCCN(C(=O)NC(=O)Nc1ccc(C)cc1)S(=O)(=O)c1ccccc1 | 5 | 6% | -2% | -3.3 | -8% | 0% | 16 | 2 | -1% |
| CN1CCCCc2c1[nH]c1ccccc1c2=O | 2 | -13% | 2% | 4.8 | -5% | -1% | 1 | 1 | 9% |
| CC(C)(C)c1ccc(-c2c(C#N)c(N)nc3c2CCCC3)s1 | 2 | 0% | -21% | -2.5 | -3% | 12% | 8 | 6 | -27% |
| CN(c1ccccc1)c1nc(N)c([N+](=O)[O-])c(NCc2ccccc2)n1 | -12 | -7% | 2% | 3.2 | 10% | u | 1 | 4 | 34%[activator] |
| COc1cccc(N2CCN(Cc3nc(N)nc(Nc4ccccc4OC)n3)CC2)c1 | 14 | -5% | -12% | -0.5 | -7% | -5% | -5 | 0 | u |
| COc1cccc(C(=O)/C=C/Nc2ccc(S(=O)(=O)Nc3ncccn3)cc2)c1 | 3 | -5% | -6% | -0.6 | -9% | -3% | -16 | -9 | 1% |
| COc1cc(CC(NC(C)=O)C(=O)NC2CCN(c3nc(C)cc(C)c3C#N)CC2)cc(OC)c1 (stereo unspecified) | -3 | -13% | -1% | 4.0 | 75%[activator] | 1% | -24 | -1 | 1% |
| O=C(CCl)Nc1cccc(CP(=O)(c2ccccc2)c2ccccc2)c1 | -7 | -2% | -4% | -2.9 | 3.2µM* | 3% | -13 | 5 | u |
| S=C(NCCCN1CCOCC1)Nc1ccc(-c2nc3ccccc3[nH]2)cc1 | -29 | 24µM* | -9% | -4.4 | -6% | 0% | -27 | 1 | 1% |
| CCc1ccc(-n2nnc(-c3nsc(NC(=O)c4ccccc4Cl)n3)c2C)cc1 | 4 | x | x | x | -16% | 1% | x | x | u |
| NS(=O)(=O)c1ccc2ccccc2c1 | 1 | -7% | -2% | 1.0 | 1% | 16% | -6 | 4 | 68%[activator] |
| COc1cc(N2C(=O)CSC23C(=O)N(C)c2ccccc23)cc(OC)c1OC (stereo unspecified) | -3 | x | x | x | -7% | 12% | x | x | 12% |
| Cc1ccc2nc(C(O)C(O)c3nc4ccc(C)cc4[nH]3)[nH]c2c1 (stereo unspecified) | 0 | 1% | -4% | -1.3 | -2% | 5% | u | u | 0% |
| c1ccc(-c2onc(-c3ccco3)c2-c2ccc3c(c2)OCO3)cc1 | -8 | -14% | -7% | 0.1 | 12% | 14% | -3 | -9 | -4% |
